# Screens deposited in PubChem by National Center for Advancing Translational Sciences (NCATS).
# SW480 rereplic: A quantitative high throughput screen for small molecules that induce DNA re-replication in SW480 colon adenocarcinoma cells; 340,000 compounds, 1.8% hits; AID 624297, 2012; SW480 DNA re-replication, Hoechst DNA content imaging, 48 h; Potency, µM (series often up to 46.1 µM), for the others: at the top dose re-replication activation, hits mostly activators; also: potency is read from the fitted curve at half-maximal effect; % of control where 0% means no effect; nearly all actives have a fitted effect of over 55% in size
#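 Compounds, transferred as 23 nL by pin tool, were incubated with cells for 48 hr; DNA content per nucleus was then quantified by Hoechst staining and fluorescence plate imaging.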
# ATXN2 expr inh: Primary qHTS for Inhibitors of ATXN expression | HEK-293 ATXN2-luciferase reporter, luminescence, 24 h | Potency, µM (series often up to 57 µM), for the others: at the highest dose activity change, negative = inhibition, actives largely listed as inhibitors | 360,000 compounds, 0.72% hits; also: potency is read from the fitted curve at half-maximal effect; % is scaled to controls: 0 for no effect and ±100 for the full control effect; nearly all actives have a fitted effect of over 55% in size
#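 qHTS (up to 57 uM final) was run with 24 h compound exposure of reporter cells at 37 °C. Each well was multiplexed: SteadyGlo luminescence measured ATXN2-luciferase expression after a fluorogenic Gly-Phe-AFC viability readout (25 uM final).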
# HepG2 viability: qHTS for Inhibitors of TGF-b: Cytotox Counterscreen; HepG2 CAGA-GFP viability, ATP luminescence, 18 h; Potency, µM (doses to about 46.1 µM), without a hit: top-dose activity change, negative = cytotoxicity, most hits filed as cytotoxic; 410,000 compounds, 0.76% hits; AID 588856, 2011; also: potency is read from the fitted curve at half-maximal effect; some results filed as inactive show a strong effect at the top dose
#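 CellTiter-Glo luminescence gave cytotoxicity after 18 hours at 37 degrees C. The cells were HepG2 CAGA-GFP in 1% FBS DMEM, stimulated with 500 pg/mL TGF-beta after compound addition. %Activity was normalised to no-cell wells (complete cell-killing) and DMSO (no toxicity), and curves were fitted and classified.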
# HT1080 IDH1KD tx: qHTS for induction of synthetic lethality in tumor cells producing 2HG: qHTS for the HT-1080-IDH1KD cell line; HT-1080 IDH1 knockdown viability, ATP luminescence, 48 h; Potency, µM (doses to about 46.1 µM), for the others: at the highest dose activity, negative = toxicity, actives largely listed as cytotoxic; 360,000 compounds, 2% hits;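 also: potency is read from the fitted curve at half-maximal effect; 0% = DMSO wells and -100% = cell-free medium wells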
#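 Assay cells: HT-1080 with IDH1 knockdown, 750 per well, RPMI/5% FBS. Exposure: 48 h at 37 °C following 2 h pre-incubation. Read: CellTiter-Glo luminescence; fitted concentration-response, curve class assigned.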
# MCF10A rerep: A quantitative high throughput screen for small molecules that induce DNA re-replication in MCF 10a normal breast cells | Potency, µM (titrated, usually from 46.1 µM), for the others: top-dose activity, positive = re-replication, hits mostly activators | 350,000 compounds, 2.9% hits | MCF 10A DNA re-replication, Hoechst nuclear intensity, 48 h; also: potency is read from the fitted curve at half-maximal effect; % of control where 0% means no effect; nearly all actives have a fitted effect of over 50% in size
# HT1080NT lethal: qHTS for induction of synthetic lethality in tumor cells producing 2HG: qHTS for the HT-1080-NT fibrosarcoma cell line. HT-1080-NT fibrosarcoma viability, CellTiter-Glo ATP luminescence, 48 h. Potency, µM (top dose mostly 46.1 µM), for inactives: top-dose activity, negative = less viability, hits mostly cytotoxic. 360,000 compounds, 1.6% hits;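 also: NT is the 2HG producing partner of a matched IDH1 knockdown line; potency is read from the fitted curve at half-maximal effect; 0% = DMSO-treated cells and -100% = media-only wells without cells; nearly all actives have a fitted effect of over 55% in size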
#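 750 cells/well, RPMI + 5% FBS; 2 h settle, compound pin-transfer, 48 h at 37 degrees C. CellTiter-Glo 10 min RT, luminescence. Normalized to DMSO and media-only wells.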
# KB-3-1 tox: qHTS assay for MDR1-selective chemotherapeutics: Primary screen using the parental adenocarcinoma cell KB-3-1; KB-3-1 viability, CellTiter-Glo ATP luminescence, 72 h; Potency, µM (titrated, usually from 46.1 µM), inactives show top-dose activity change, negative = cytotoxic, actives largely listed as cytotoxic; 400,000 compounds, 1.4% hits; AID 1347075, 2019; also: potency is read from the fitted curve at half-maximal effect; % is scaled to controls: 0 for no effect and ±100 for the full control effect; nearly all actives have a fitted effect of over 60% in size
#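 Cytotoxicity measured as CellTiter-Glo luminescence after 72 h at 37 C. Compound titrations were pinned onto drug-naive KB-3-1 parental adenocarcinoma cells grown in DMEM with 10% FBS, and normalized data fitted to concentration-response curves.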
# IL1B secr inh: qHTS for Inhibitors of Inflammasome Signaling: IL-1-beta AlphaLISA Primary Screen | activity change, % at 57.5 µM | AID 743279, 2014 | THP-1 LPS/ATP IL-1B secretion, AlphaLISA, 16 h; hits give low values | 360,000 compounds, 4.7% hits; in the data active = activity change below about -50%; inconclusive = mostly about -30% to -49%; also: % is scaled to controls: 0 for no effect and ±100 for the full control effect
#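 THP-1 cells pretreated 1 hr with compounds (up to 57.5 uM final), then stimulated with LPS (250 ng/mL final) plus ATP (1.25 mM final); secreted IL-1B measured by AlphaLISA after 16 hr, decreased signal indicating inhibition.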
# S2 tox: Viability Counterscreen for Primary qHTS for Inhibitors of ATXN expression. S2 cells (HEK-293 line with an ATXN2-luciferase reporter) viability, CellTiter-Fluor protease fluorescence, 24 h. 400,000 compounds, 0.49% hits. Potency, µM (top dose mostly 56.7 µM), most hits filed as cytotoxic; also: potency is read from the fitted curve at half-maximal effect; nearly all actives have a fitted effect of over 40% in size
# * = called active by the depositor; i = inactive; ? = inconclusive; · = no result given; [ ] = remark or other dose. Unless noted, calls follow the shape of the dose curve; as a rule, active = well fitted curve in the direction sought with a large enough effect; inconclusive = small, poorly fitted or top-dose-only effect, or another doubt; inactive = no such curve, though single readings can be large; an effect the other way counts as inactive or inconclusive.
# The first eight records as a preview:
SMILES,SW480 rereplic,ATXN2 expr inh,HepG2 viability,HT1080 IDH1KD tx,MCF10A rerep,HT1080NT lethal,KB-3-1 tox,IL1B secr inh,S2 tox
COc1ccc(NC(=O)C(=O)N/N=C\c2ccc(CNC(=O)C(=O)Nc3ccc(C)c(C)c3)o2)c(OC)c1,2.9µM*,-13%,-27%,3%,?,-5%,13µM*,28,?
Cc1ccc(NC(=O)COC(=O)c2cc(C)nc3ccccc23)c([N+](=O)[O-])c1,2%,-19%[11.3 µM],16%,8%,-2%,5%,12%,11,i
CCOC(=O)c1cc(-c2cccc(O)c2)oc1C,·,75%[activator],·,?,·,-25%,-6%,24,?
Cc1ccccc1OCC(=O)N(Cc1ccc(C(C)C)cc1)C1CCS(=O)(=O)C1 (stereo unspecified),·,-15%,-12%,·,·,·,-19%,·,i
CC(C)(C)n1nc2c(c1NC(=O)c1cc3ccccc3o1)CSC2,-2%,3%,4%,-9%,4%,-17%,-5%,1,i
O=C(COc1ccccc1)n1nc(-c2ccc(Cl)cc2)nc1NCc1ccco1,?,·,-1%,?,?,?,?,-26,·
CSc1nnc2c(n1)[nH]c1c(C)cccc12,17%,8%,-19%,2%,1%,-5%,-17%,8,i
Cc1cc(C)cc(NC(=O)c2nccnc2C(=O)O)c1,-15%,-8%,11%,9%,2%,-6%,1%,1,i

# All compounds of this part, previewed entries included:
SMILES,SW480 rereplic,ATXN2 expr inh,HepG2 viability,HT1080 IDH1KD tx,MCF10A rerep,HT1080NT lethal,KB-3-1 tox,IL1B secr inh,S2 tox
COc1ccc(NC(=O)C(=O)N/N=C\c2ccc(CNC(=O)C(=O)Nc3ccc(C)c(C)c3)o2)c(OC)c1,2.9µM*,-13%,-27%,3%,?,-5%,13µM*,28,?
Cc1ccc(NC(=O)COC(=O)c2cc(C)nc3ccccc23)c([N+](=O)[O-])c1,2%,-19%[11.3 µM],16%,8%,-2%,5%,12%,11,i
CCOC(=O)c1cc(-c2cccc(O)c2)oc1C,·,75%[activator],·,?,·,-25%,-6%,24,?
Cc1ccccc1OCC(=O)N(Cc1ccc(C(C)C)cc1)C1CCS(=O)(=O)C1 (stereo unspecified),·,-15%,-12%,·,·,·,-19%,·,i
CC(C)(C)n1nc2c(c1NC(=O)c1cc3ccccc3o1)CSC2,-2%,3%,4%,-9%,4%,-17%,-5%,1,i
O=C(COc1ccccc1)n1nc(-c2ccc(Cl)cc2)nc1NCc1ccco1,?,·,-1%,?,?,?,?,-26,·
CSc1nnc2c(n1)[nH]c1c(C)cccc12,17%,8%,-19%,2%,1%,-5%,-17%,8,i
Cc1cc(C)cc(NC(=O)c2nccnc2C(=O)O)c1,-15%,-8%,11%,9%,2%,-6%,1%,1,i
COc1cccc(C(C(=O)NC2CCCCC2)N(C(=O)c2ccco2)c2ccc(-n3cnnn3)c(C)c2)c1 (stereo unspecified),-3%,5%,-1%,7%,19%,2%,-12%,-11,i
Cc1nn(-c2ccccc2)c(C)c1C(=O)OC(C)C(=O)Nc1ccc(C(N)=O)cc1 (stereo unspecified),0%,1%,6%,1%,0%,-3%,0%,-2,i
COc1ccc(C(=O)OCC(=O)N(Cc2ccccc2)Cc2ccccc2)c(O)c1,·,·,0%,2%,·,2%,4%,17,i
Cc1nc2c(c(C)c1CCC(=O)NCc1ccc(F)cc1)c(=O)n(C)c(=O)n2C,·,2%,-1%,·,·,·,-2%,·,i
NC(=O)C1CCN(CC(=O)Nc2nccs2)CC1,-2%,-6%,13%,7%,1%,14%,11%,6,i
CCOC(=O)C1CCN(C(=O)CC(C)S(=O)(=O)c2ccc3c(c2)NC(=O)CO3)CC1 (stereo unspecified),2%,-3%,-68%,-4%,3%,-2%,-4%,20,i
COc1ccc(/C=N/NC(=O)CSCC(=O)Nc2ccccc2)cc1OC,-2%,-13%,30%,-6%,-5%,7%,-6%,-18,i
Cc1ccc(C)c(S(=O)(=O)/N=C2\C=C(NS(=O)(=O)c3ccccc3)C(=O)c3ccccc32)c1,?,-8%,-16%,-16%,?,-9%,?,42,i
COC(=O)c1ccccc1OC(=O)c1cc[n+]([O-])cc1,6%,1%,-2%,20%,9%,18%,18%,2,i
COc1ccc(C2=CC(=O)C[C@H](c3ccc(F)cc3)C2)cc1OC,2%,6%,-14%,-5%,68%,3%,-11%,-7,i
C#CCn1c(S(=O)(=O)Cc2ccc(OC)cc2)nc(-c2ccccc2)c1-c1ccccc1,?,-15%,-19%,?,?,-27%,16%,-23,i
COc1cccc(-n2c(-c3ccco3)nc3nc4ccccc4nc32)c1,-694%[inhibitor],·,1%,13%,-10%,17%,0%,6,i
O=c1c2cc([N+](=O)[O-])ccc2nc2n1CCCC2,0%,-18%,-3%,-22%,10%,-26%,-1%,21,i
O=C(c1ccccc1F)N1CCN(C(=O)C(c2ccccc2)c2ccccc2)CC1,-10%,-12%,1%,-5%,-5%,2%,-9%,-1,i
O=C(NC1CCCc2ccccc21)C1CCN(S(=O)(=O)c2cccc3nsnc23)CC1 (stereo unspecified),9%,-5%,-12%,2%,6%,-4%,-3%,-10,i
COc1ccccc1C(=O)NNC(=O)c1cc2ccccc2cc1O,·,·,-27%,?,·,?,-24%,79,i
CCc1ccc(CCC(=O)Nc2ccc(Cl)cc2)o1,1%,·,-5%,?,0%,-14%,4%,-19,i
O/N=C(\c1ccc(Cl)cc1Cl)c1ncc(C(F)(F)F)cc1Cl,10%,-9%,-76%,?,?,?,?,-17,i
O=C(c1ccc(CS(=O)c2ccc(Br)cc2)o1)N1CCN(C2CCCCC2)CC1 (stereo unspecified),·,·,-4%,0%,·,-3%,-7%,?,i
Cc1ccc(NC(=S)NNc2ncc(C(F)(F)F)cc2Cl)cc1,10%,17µM*,-40%,?,22%,?,?,-16,i
CCOc1cccc(/C=N/NC(=O)C2CCCC2)c1O,5.8µM*,?,-37%,?,9%,-18%,-11%,179,i
Cc1ccc(C(=O)Nc2ccc(F)cc2)cc1S(=O)(=O)N1CCCCCC1,·,-36%,-12%,·,·,·,?,·,?
Cc1ccccc1NC(=O)Cn1nc(C(=O)O)c2ccccc2c1=O,-17%,4%,-20%,9%,0%,16%,4%,7,i
CC(=O)Nc1ccc(NC(=O)C(C)OC(=O)c2cccc(S(=O)(=O)N3CCCCCC3)c2)cc1 (stereo unspecified),-3%,5%,16%,9%,1%,4%,4%,?,i
COc1ccc(CCN(C)CCC(=O)Nc2ccc(C)cc2)cc1OC,0%,3%,-2%,13%,0%,-3%,23%,3,i
CCOc1ccc(C(CC(=O)O)NC(=O)C23CC4CC(CC(C4)C2)C3)cc1OC (stereo unspecified),-1%,-9%[11.3 µM],8%,16%,-7%,19%,2%,22,i
O=C(Nc1cccc(Cl)c1Cl)c1cc2nc(-c3ccc(Cl)cc3)cc(C(F)(F)F)n2n1,·,9%,1%,·,·,·,5%,·,i
CC1CCCC(C)N1C(=O)COC(=O)C1CCN(S(=O)(=O)c2c(Cl)cccc2Cl)CC1 (stereo unspecified),-1%,5%,0%,2%,13%,8%,6%,6,i
CC1CCCCC1NC(=O)c1ccc(S(=O)(=O)N2CCN(C)CC2)cc1 (stereo unspecified),-2%,-16%,0%,4%,11%,9%,-2%,49,i
CC(C)CC(c1nnnn1CC1CCCO1)N1CCN(c2nc3ccccc3s2)CC1 (stereo unspecified),-3%,-22%,5%,-9%,6%,-10%,6%,-6,?
O=C(NC1CC1)c1cccc(S(=O)(=O)N2CCOCC2)c1,-1%,·,-3%,-4%,-3%,0%,1%,-6,·
O=C(CN1C(=O)NC2(CCCC2)C1=O)Nc1ccccc1N1CCCC1,-1%,0%,0%,1%,-16%,3%,1%,21,i
CC(NC(=O)CSc1nc(-c2cccc(Cl)c2)nc2cc(=O)[nH]n12)c1nc2ccccc2n1C (stereo unspecified),·,3%,0%,·,·,·,18%,·,i
Nc1nc(NCc2ccco2)nn1-c1ccccc1,6%,10%,-68%,-1%,0%,4%,-3%,0,i
O=C(C=CC=Cc1ccccc1)c1ccc([N+](=O)[O-])cc1,·,·,-3%,-6%,·,-1%,6%,-26,i
CS(=O)(=O)Nc1ccc(C(=O)Nc2ccccc2Sc2ccccc2)cc1,-4%,-6%,-31%,-17%,14%,-8%,-2%,-1,i
CCCC(=O)Nc1nnc([C@H]2C[C@H](O)[C@@H](CO)O2)s1,·,1%,-2%,21%,·,29%,0%,-4,i
Cc1noc(C)c1CN1C(=O)c2cccc([N+](=O)[O-])c2C1=O,?,19%,-18%,-2%,-1%,-6%,-2%,18,i
COC(=O)c1sc(NC(=O)CSc2nc3cccnc3n2C)nc1C,-11%,15%,5%,-1%,-5%,1%,-15%,14,i
Cn1c(N)c(C(=O)Nc2cccc(Cl)c2)c(=O)n(C)c1=O,-14%,25%,12%,?,-17%,?,-25%,42,i
Cc1cnc(C)c(N2CCN(Cc3nc(-c4ccccc4)no3)CC2)n1,-1%,·,-17%,-1%,-6%,10%,-5%,30,i
CC1CCN(CCCCOc2ccc(C(=O)c3ccccc3)cc2)CC1,-7%,-23%,-50%,?,?,?,0%,-21,i
